PfG6PD inh = PfG6PD enzyme inhibitors, primary screen, biochemical, fluorescence intensity, uHTS; glucose-6-phosphate dehydrogenase-6-phosphogluconolactonase (Plasmodium falciparum 3D7); AID 504690, 2011; inhibition, % at 20 µM; PfGluPho enzyme, NADPH resazurin-diaphorase fluorescence; hit rate 0.78% among 350,000;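 active = inhibition reaching at least a set limit at 20 µM in the primary screen, cut at about 59% in these data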;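 note: 0% = DMSO wells with substrate and 100% = DMSO wells lacking glucose-6-phosphate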
SENP6 inh = SENP6 protease inhibitors, primary screen, biochemical, luminescence, uHTS. Recombinant SENP6 catalytic domain, aminoluciferin luminescence. inhibition, % at 10 µM. hit rate 1.8% among 330,000;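 active = inhibition above about 50% at the single tested dose, limit read from the data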;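 note: plate controls were DMSO wells with enzyme for no effect and DMSO wells lacking enzyme for full effect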
SENP1 FRET inh = human SENP1 catalytic domain inhibitors, primary screen, biochemical, FRET, uHTS | Sentrin-specific protease 1 (Homo sapiens), Q9P0U3 | recombinant SENP1 catalytic domain, CyPet-SUMO1-YPet FRET cleavage | inhibition, % at 10 µM | hit rate 0.21% among 360,000;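 active = inhibition at least 30% at 10 µM, raw YFP signal under a set limit, fluorescence ratio 0.5 to 1.5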;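 note: 0% = enzyme with DMSO and 100% = no enzyme wells; some results filed as inactive read as strong as hits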
Target sequence (Q9P0U3 419-644 limits assumed): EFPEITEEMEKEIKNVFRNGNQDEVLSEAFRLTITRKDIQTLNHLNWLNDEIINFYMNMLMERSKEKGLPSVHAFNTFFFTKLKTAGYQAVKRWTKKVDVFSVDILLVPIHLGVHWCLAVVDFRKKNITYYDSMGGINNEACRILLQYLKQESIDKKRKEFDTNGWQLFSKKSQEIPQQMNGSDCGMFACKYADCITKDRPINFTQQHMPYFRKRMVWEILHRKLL
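System: Recombinant human SENP1 catalytic domain, His6-tagged | Incubation: Enzyme reaction for 50 min at room temperature, dark | Medium: Tris pH 8 with BME, BSA, NP40 and catalase | Also added: 25 nM SUMO1 FRET substrate | Compound: 10 µM single point, 0.5% DMSO | Measured by: FRET fluorescence in CFP and YFP emission channels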
ATG4B inh = ATG4B protease inhibitors, primary screen, biochemical, fluorescence, uHTS; Cysteine protease ATG4B (Homo sapiens), Q9Y4P1; ATG4B cleavage of LC3-PLA2, NBD-HPC fluorescence, 1 h; inhibition, % at 8.33 µM; hit rate 0.51% among 340,000; AID 504462, 2011; in the data active = inhibition above about 40%
Target sequence (Q9Y4P1 whole entry, looked up): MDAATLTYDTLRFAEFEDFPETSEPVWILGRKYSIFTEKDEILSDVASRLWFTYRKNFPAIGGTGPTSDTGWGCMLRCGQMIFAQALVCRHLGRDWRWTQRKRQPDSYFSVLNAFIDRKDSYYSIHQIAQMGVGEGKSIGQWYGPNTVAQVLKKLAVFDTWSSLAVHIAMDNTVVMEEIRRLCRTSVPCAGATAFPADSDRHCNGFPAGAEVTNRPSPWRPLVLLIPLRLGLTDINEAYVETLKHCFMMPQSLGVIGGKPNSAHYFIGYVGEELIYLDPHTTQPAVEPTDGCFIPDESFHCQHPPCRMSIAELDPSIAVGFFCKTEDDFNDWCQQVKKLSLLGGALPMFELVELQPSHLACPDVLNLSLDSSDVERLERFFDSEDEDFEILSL
GRIN3A LBD mod = binders of NR3A ligand-binding domain, primary screen, biophysical, differential scanning fluorimetry, uHTS. Glutamate receptor ionotropic, NMDA 3A (GRIN3A) ligand-binding domain. NR3A LBD differential scanning fluorimetry, Tm shift; 0% = protein alone, 100% = glycine-bound protein. Tm shift relative to glycine control, % at 25 µM. hit rate 2.5% among 340,000. AID 1259313, 2017;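 active = melting temperature shift of at least 10% of the positive control shift, at one fixed dose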
MPTP block = mitochondrial permeability transition pore inhibitors, primary screen, biochemical, isolated mouse mitochondria, absorbance; hit rate 1.4% among 360,000; AID 602449, 2012; Ca2+ swelling absorbance, 30 min; inhibition, % at 10 µM;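 active = inhibition of 50% or more, scaled per plate between neutral and stimulator controls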;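 note: 0% = DMSO wells given calcium and 100% = 1 mM EGTA wells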
hIAP activ = human IAP activators, primary screen, biochemical, luminescence, uHTS. purified human IAP, CDP-Star luminescence, 30 min; hits give high values; 1 = vehicle-only enzyme, 0 = enzyme-free background. AID 2524, 2010. hit rate 0.16% among 330,000. Intestinal-type alkaline phosphatase (Homo sapiens), P09923. activation factor at 10 µM;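 active = activation factor of the enzyme at least 2-fold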; note: the source names both 10 and 20 µM as test concentration; values of inactives mirror those of a sister screen read the other way
SENP8 block = human SENP8 protease inhibitors, primary screen, biochemical, fluorescence, Nedd8 protein substrate, uHTS. recombinant SENP8. inhibition, % at 20 µM. hit rate 0.64% among 360,000. AID 602440, 2012; in the data active = inhibition mostly above about 40%, no sharp cut-off; inactive = mostly below about 27%
Target sequence (Q96LD8 whole entry, looked up): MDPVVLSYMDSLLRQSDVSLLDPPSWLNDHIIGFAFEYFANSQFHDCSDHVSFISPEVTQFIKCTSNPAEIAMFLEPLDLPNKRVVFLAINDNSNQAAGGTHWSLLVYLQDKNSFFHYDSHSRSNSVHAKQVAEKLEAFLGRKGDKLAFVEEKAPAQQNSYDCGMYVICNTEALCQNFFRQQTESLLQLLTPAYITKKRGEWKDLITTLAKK
* hit, by the source's call; . = no result given.

ATG4B inh	GRIN3A LBD mod	SENP1 FRET inh	hIAP activ	PfG6PD inh	SENP8 block	SENP6 inh	MPTP block	Structure
-10	-2	-1	1.1	10	-89	1	-0.1	COc1ccc(N2C(=NC(=O)c3ccc(Br)cc3)SC3CS(=O)(=O)CC32)cc1 (configuration not stated)
4	1	1	0.92	-5	4	-36	-1.6	CCCc1nn(C)c(C(=O)Nc2ccccc2)c1Cl
.	.	2	.	-9	4	.	0.4	Cc1ccc(CN2CCC[C@]3(N[C@H](c4ccc(C(F)(F)F)cc4)[C@@H]4C(=O)N(C)C(=O)[C@@H]43)C2=O)cc1
12	-1	9	0.87	-4	10	-10	-0.3	COc1ccc(-c2oc(=O)c3cc(OC)c(OC)cc3c2/C=C/c2cccc([N+](=O)[O-])c2)cc1
0	9	0	1	-8	16	-2	0.6	COCCNC(=O)c1ccc(CN2CCOCC2)cc1
-7	.	0	1.1	-5	11	12	0.4	CCN(CC)C(=O)CN1CCN(c2ncccn2)CC1
17	0	3	1.3	-16	20	-8	28	O=C(NCc1ccccc1)Nc1cc(Cl)ccc1Cl
-6	2	0	1.1	40	-4	-10	-0.2	O=C(CCCSc1nc2ccccc2c(=O)[nH]1)c1ccccc1
-2	4	2	1	9	20	85*	-3.3	Nc1c(C(=O)Nc2ccccc2)nnn1-c1ccc2c(c1)OCCO2
-1	-1	-59	1.1	7	-423	-4	3.6	Cc1ccc2nc(-c3ccc(NC(=O)CN4CCN(c5ccccn5)CC4)cc3)sc2c1
11	-2	0	0.83	-10	13	-12	0.7	COc1ccc(SC[C@H](C)CN2CC[C@H](C(C)(C)C)CCC2=O)cc1
-6	0	-34	0.85	52	15	23	1.8	COC(=O)CCC(=O)OC1(C)C(=O)C=C2C=C(C3CC3)N(CCN3CCOCC3)C=C2C1=O (configuration not stated)
6	0	0	0.99	18	-109	-6	1.0	CCCCCNC(=O)c1ccc2c(=O)n(CCOC)c(=O)[nH]c2c1
7	-9	4	0.95	7	-5	-6	-0.1	COc1ccc(C2=CC(=O)C[C@H](c3ccc(Cl)cc3)C2)cc1
-11	1	1	0.96	-13	22	14	-0.6	O=C(O)CCSc1nc(C(F)(F)F)cc(=O)n1-c1ccccc1
-2	-1	0	0.92	-4	11	1	-2.0	O=C(CCc1n[nH]c(=O)[nH]c1=O)N1CCOCC1
-3	-1	-2	1.1	0	9	7	-1.5	CC(C)C[C@H](NC(=O)N1CCn2c1nc1ccccc12)C(=O)NC1CCCCC1
2	-3	0	1	-13	20	-24	2.3	CCOC(=O)C1C(=O)NC(c2ccccc2)=NC1c1ccc(C(C)C)cc1 (configuration not stated)
-1	0	1	1	0	10	-8	7.4	CCOC(=O)C1CCN(C(=O)COC(=O)c2cc([N+](=O)[O-])ccc2N2CCOCC2)CC1
-10	6	2	1.2	26	19	-11	-1.2	Cc1cc(O)c(C(C)C)cc1NC(=O)c1ccccc1Cl
.	.	2	.	-4	8	.	0.2	O=C(CCNC(=O)N1CC(=O)Nc2ccccc21)NCCc1ccc(Cl)cc1
.	.	0	.	10	-57	.	3.1	CC1=C(C#N)C(C)(C)C(C#N)=C(C)N1
0	-1	-4	1.1	-3	16	-6	3.5	COc1ccc(CCNC(=O)CCCOc2cccc(C)c2C)cc1OC
6	-1	1	1.1	-14	11	5	-0.8	NC(=O)C1CCN(C(=O)c2cccc(S(=O)(=O)N3CCCC3)c2)CC1
-6	-6	3	.	12	-262	.	-1.2	COc1ccc(C=NNc2nc3c([nH]2)c(=O)n(C)c(=O)n3C)cc1
0	-3	-1	1	2	25	-11	-0.4	COC(=O)c1cc(S(=O)(=O)NCc2ccccc2)cn1C
-1	-2	0	0.85	1	9	-9	2.5	COc1cc([N+](=O)[O-])ccc1NC(=O)Cc1ccc(C)cc1
7	3	3	1.1	-6	-9	0	-0.7	Cc1cccc(NC(=O)CSc2nc3c([nH]c4ccccc43)c(=O)n2C)c1
22	-4	4	1.1	2	4	9	-8.2	Cc1[nH]c2ccccc2c1C(c1ccccn1)N1CCC(C(N)=O)CC1 (configuration not stated)
-10	2	-1	0.9	13	-8	6	0.9	Cc1cccc(NS(=O)(=O)c2cc3c(cc2C)N(C)CCO3)c1
9	-1	4	1	-5	3	2	0.5	COc1ccc(C(=O)Nc2nnc(C3=COCCO3)o2)cc1
-5	1	-1	1.2	-13	3	24	0.3	O=C(O)c1ccc(COc2ccc(CO)cc2Cl)cc1
7	1	1	1.1	11	2	-26	1.7	Cc1ccc(NC(=O)Cc2ccc(F)cc2)cc1
-9	3	2	1.1	-6	13	-20	-1.0	CCOCc1nnc(NC(=O)c2cc(C(=O)OC)cc([N+](=O)[O-])c2)s1
3	1	-8	1.1	-7	-17	-8	1.5	O=C(C[n+]1ccc(-c2nnc3n2CCCCC3)cc1)c1ccc(Cl)cc1
-1	7	1	1	-11	22	-3	1.9	CC(C)C(c1nnnn1C1CCCCC1)N1CCc2ccccc21 (configuration not stated)
0	-2	2	1	3	15	-13	-1.2	CCCC(CCC)C(=O)Nc1ccncc1
5	1	1	0.91	4	16	-14	3.7	CCCCOC(=O)c1nnc(-c2ccccc2)o1
-1	0	1	1	20	12	-1	0.4	CC(C)CC(=O)Nc1ccc2c(c1)nc(CCN1CCCCC1)n2C
-6	-1	-1	1	-1	22	-14	-0.1	CCC(C)N=CC1=C(O)CC(c2ccccc2)CC1=O (configuration not stated)
-1	-1	6	1.7	12	4	-7	-0.1	CC1CCCN(CC(=O)NNC(=O)COc2ccc(Br)cc2)C1 (configuration not stated)
-6	-1	-10	.	5	-6	.	0.6	CCCCn1c(N)c(N(CCOC)C(=O)CC(NC(=O)c2ccccc2Cl)c2ccccc2)c(=O)[nH]c1=O (configuration not stated)
-4	2	-1	1	1	5	-8	0.0	O=C(NCc1ccccn1)C1CC(c2ccccc2O)=NO1 (configuration not stated)
2	-2	2	0.88	-11	11	-2	-1.7	Cc1ccc(NC(=O)CN(Cc2ccccc2)S(C)(=O)=O)cc1C
2	-1	-9	0.97	-7	24	-7	-3.6	CCOC(=O)c1ccccc1NC(=O)Cn1cnc2c1c(=O)n(C)c(=O)n2C

Entries of single compounds from above. Screens in order: ATG4B inh | GRIN3A LBD mod | SENP1 FRET inh | hIAP activ | PfG6PD inh | SENP8 block | SENP6 inh | MPTP block
Record of `O=C(NCc1ccccn1)C1CC(c2ccccc2O)=NO1` (configuration not stated) → -4 | 2 | -1 | 1 | 1 | 5 | -8 | 0.0
Record of `O=C(O)c1ccc(COc2ccc(CO)cc2Cl)cc1` → -5 | 1 | -1 | 1.2 | -13 | 3 | 24 | 0.3
Record of `CC1CCCN(CC(=O)NNC(=O)COc2ccc(Br)cc2)C1` (configuration not stated) → -1 | -1 | 6 | 1.7 | 12 | 4 | -7 | -0.1
Record of `CC(C)CC(=O)Nc1ccc2c(c1)nc(CCN1CCCCC1)n2C` → -1 | 0 | 1 | 1 | 20 | 12 | -1 | 0.4
Record of `Cc1ccc(NC(=O)Cc2ccc(F)cc2)cc1` → 7 | 1 | 1 | 1.1 | 11 | 2 | -26 | 1.7

(next part)
ATG4B inh	GRIN3A LBD mod	SENP1 FRET inh	hIAP activ	PfG6PD inh	SENP8 block	SENP6 inh	MPTP block	Structure
-3	0	2	0.96	-16	8	-10	97*	CC(=O)c1cn(CCOc2cc(C)ccc2C)c2ccccc12
4	1	3	0.76	-11	11	-23	-0.8	CCN(CC)C(=O)CN(C#N)c1nc(Cl)nc(N(C)C)n1
-2	-2	0	0.96	-6	-255	-17	1.3	C=CCNC(=S)NNC(=O)c1cccn(Cc2ccc(Cl)cc2Cl)c1=O
-9	0	1	1.1	6	13	3	2.5	N#C/C(=C(/O)c1cccs1)c1nnc2n1CCCCC2
0	-4	2	1	-5	-2	-5	-1.2	CC(=O)Nc1ccc(S(=O)(=O)Nc2ccc(C)c([N+](=O)[O-])c2)cc1
-2	-1	0	0.99	0	14	-21	-6.5	Cc1csc(NC(=O)c2ccco2)n1
7	-10	-2	0.91	30	-2	-23	-0.8	O=c1c([N+](=O)[O-])c(O)c2cccc3c2n1CCC3
0	-4	-4	1.2	-2	9	-13	-2.1	CN(CC(=O)Nc1ccc(Cl)c(Cl)c1)Cc1nnc(-c2ccc(F)cc2)o1
41*	5	2	1.3	2	5	3	8.6	Cc1ccc(NC(=S)NC2CCSc3ccccc32)cc1C (configuration not stated)
3	4	3	0.9	4	8	4	-0.5	CCC(=O)N(c1nnc(SCC(=O)Nc2ccccc2Cl)s1)C1CC1
-2	16*	1	1.3	0	5	5	-1.2	O=C(COC(=O)c1cc([N+](=O)[O-])ccc1N1CCOCC1)NCCc1ccccc1
-7	0	1	1.1	10	13	-9	-3.1	COc1ccccc1C1SCCN1S(C)(=O)=O (configuration not stated)
6	0	1	0.93	8	-430	3	0.1	O=C(O)/C=C/c1cn(-c2ccccc2)nc1-c1cc2ccccc2oc1=O
-5	10	1	1.1	-1	11	3	-1.9	COc1ccccc1NC(=O)CCCN1C(=O)C2CC=CCC2C1=O (configuration not stated)
.	.	0	.	1	0	.	0.1	CSc1ncnc2c1ncn2CCCN1CCN(Cc2c(C)cc(C)cc2C)CC1
-1	-6	0	0.98	10	20	-7	1.6	COc1ccc(-c2cnnc(N/N=C/c3ccc(O)c(OC)c3)n2)cc1
1	.	2	1.2	-6	10	1	0.9	CCOC(=O)C1CCN(S(=O)(=O)CCNC(=O)c2ccccc2)CC1
-6	-2	3	0.9	-13	-2	70*	6.4	O=C(N/N=C/c1ccccc1OCC(=O)N1CCCC1)C(=O)Nc1ccccc1F
-5	0	-3	1.1	23	-202	11	1.5	COc1ccc(OC)c2[nH]c(=O)c(CCNC(=O)Cc3cccs3)cc12
-5	-3	-1	1.1	14	0	-20	-2.3	Cc1cccc(N(C(=O)CNC(=O)c2cccs2)C(C(=O)NC2CCCC2)c2ccncc2)c1 (configuration not stated)
-1	0	0	1.1	11	8	10	-2.0	COc1ccc(C(C#N)c2ccc(Cl)nn2)cc1 (configuration not stated)
-7	1	0	0.92	-10	5	-18	-1.2	COC(=O)C1=C(CS(=O)(=O)c2ccc(Cl)cc2)NC(=O)NC1c1ccc(O)cc1 (configuration not stated)
8	1	2	1.1	-15	-6	-7	0.1	O=C(NNC(=O)c1ccccc1-n1cccc1)c1ccc(Cl)nc1
11	4	-3	1.2	53	7	-9	0.8	COc1ccccc1CNC(=O)COC(=O)c1n[nH]c2ccccc12
-5	1	0	0.91	-6	2	-14	-0.9	CC(=O)c1csc(-c2ccccc2)n1
-11	0	2	0.92	8	4	1	-0.4	CCOc1ccc(NC(=O)CN(C)C(=O)CCCc2c[nH]c3ccccc23)cc1OCC
9	1	3	0.95	7	-55	4	-0.3	COc1ccc(-n2nc(C#N)c(Cl)cc2=O)cc1
-14	1	3	1.1	8	24	-12	0.5	Cc1ccc(Nc2nc(N)nc(CSc3nc(C)cc(C)n3)n2)cc1
-1	-2	1	1.1	14	17	-1	1.2	CCN(CC)CCCNC(=O)/C=C/C(=O)O
-2	-3	-1	1.1	0	7	2	2.9	CN1C(=O)c2ccccc2C(C(=O)NCc2ccco2)C1c1c[nH]c2ccccc12 (configuration not stated)
-5	-6	-3	1	-17	0	-7	-1.1	O=C(c1ccc2ccccc2n1)N1CCN(c2ccccc2)CC1
14	2	0	0.97	-11	-3	-16	-0.3	Cc1ncc(C[n+]2csc(C)c2C)c(N)n1
-16	0	-4	1.1	8	8	-6	-1.2	Cc1cccc(C)c1NC(=O)CNC(=O)CN1C(=O)NC2(CCc3ccccc32)C1=O (configuration not stated)

Bioassay records (PubChem)
